# MsrA act – bovine methionine sulfoxide reductase A activation. activation, % at 10.6 µM. purified bovine MsrA, absorbance read-out. hit rate 0.3% among 360,000; in the data active = activation above about 7.5%;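 also: 0% = vehicle and 100% = reference activator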
# NRP1-CendR mod – alters CendR peptide binding to human NRP-1 | FAM-RPARPAR peptide binding to NRP-1, fluorescence polarization | inhibition, % at 25 µM | hit rate 0.85% among 360,000 | AID 602438;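 active = inhibition or corrected inhibition above about 18%, plus a signal ratio from 0.5 to 1.5, limit read from the data, passing the limit was not always enough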; also: strong numbers were not always called active
# MLLE-PAM2 inh – inhibitors of microRNA-mediated deadenylation, human PABP1 MLLE binding | AID 588489 | GST-MLLE / FITC-PAM2 fluorescence polarization | inhibition, % at 20 µM | hit rate 0.36% among 360,000 | P11940; in the data active = inhibition above about 35%, passing the limit was not always enough;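 also: plate controls were DMSO wells with GST-MLLE for no effect and wells lacking GST-MLLE protein for full effect; some results filed as inactive read as strong as hits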
# Target sequence (P11940 whole entry, looked up): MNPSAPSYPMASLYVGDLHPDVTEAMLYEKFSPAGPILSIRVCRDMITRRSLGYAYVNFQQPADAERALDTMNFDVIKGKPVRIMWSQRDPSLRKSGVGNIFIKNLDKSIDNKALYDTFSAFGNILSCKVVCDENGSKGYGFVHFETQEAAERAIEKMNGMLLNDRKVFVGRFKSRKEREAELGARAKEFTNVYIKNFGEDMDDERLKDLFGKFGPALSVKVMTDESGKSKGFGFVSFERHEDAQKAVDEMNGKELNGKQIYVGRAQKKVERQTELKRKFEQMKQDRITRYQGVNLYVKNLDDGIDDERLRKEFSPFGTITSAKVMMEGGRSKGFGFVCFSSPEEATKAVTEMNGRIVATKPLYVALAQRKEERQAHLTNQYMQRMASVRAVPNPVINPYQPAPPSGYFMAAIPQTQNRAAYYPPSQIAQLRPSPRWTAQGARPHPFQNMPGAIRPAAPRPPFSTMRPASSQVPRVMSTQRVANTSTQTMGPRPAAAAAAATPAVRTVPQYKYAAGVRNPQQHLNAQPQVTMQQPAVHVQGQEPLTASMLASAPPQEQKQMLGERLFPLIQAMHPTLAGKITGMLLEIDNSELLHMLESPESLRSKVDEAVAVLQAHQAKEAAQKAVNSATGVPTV
# FAS-TE inh – FAS thioesterase (human) inhibition | P49327 | recombinant FAS-TE, OMFH fluorogenic substrate, fluorescence endpoint | inhibition, % at 15 µM | hit rate 0.67% among 360,000;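 active = compounds whose normalised, plate-corrected inhibition of enzyme fluorescence in the single-dose primary screen is 50% or more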;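 also: 0% = DMSO with enzyme and 100% = substrate without enzyme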
# TbMetRS inhib – blocks T. brucei methionyl-tRNA synthetase activity | inhibition, % at 11.9 µM | purified T. brucei MetRS, ATP depletion, Kinase-Glo luminescence | hit rate 0.4% among 360,000;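 active = inhibition above a per-plate cutoff of the control wells' mean inhibition plus 3 SD, cut at about 5.5% in these data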;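 also: 0% = DMSO wells median and 100% = median of wells with control inhibitor compound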
#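 Dosing: 11.9 µM single point; system: parasite MetRS enzyme; technique: luminescence of leftover ATP; times: 15 min enzyme-compound preincubation, 2 h reaction, 10 min detection, 25 °C; replicates: each compound tested once; read-out basis: percent inhibition relative to median high and low control wells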
# eLon inh – inhibitors of E. coli Lon protease | P0A9M0 | inhibition, % at 7.94 µM | purified E. coli Lon protease, fluorescence polarization | AID 602123 | hit rate 0.42% among 360,000; in the data active = inhibition above about 13%, passing the limit was not always enough;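 also: 0% = enzyme with probe and DMSO and 100% = no enzyme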
# MsrA inh – inhibits bovine methionine sulfoxide reductase A | inhibition, % at 15.5 µM | purified bovine MsrA, absorbance read-out | hit rate 0.75% among 360,000; in the data active = inhibition above about 4.5%;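 also: 0% = vehicle wells with enzyme and 100% = reference inhibitor wells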
# SKN-1 inh – inhibitors of C. elegans SKN-1. C. elegans VP596 Pgst-4::GFP/RFP ratio, acrylamide-induced, 24 h. inhibition, % at 21.8 µM. hit rate 0.49% among 360,000. AID 624304;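 active = interference check ratio from 0.5 to 1.5 plus GFP to RFP signal ratio inhibition reaching or exceeding a fixed threshold, cut at about 30% in these data, passing the limit was not always enough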; also: some compounds called inactive have numbers as strong as hits
# MT1-MMP act inh – MT1-MMP (human) activation inhibition | P50281 | AID 651647 | hit rate 0.061% among 360,000 | HT1080 RFP-PRO-GFP cells, GFP/RFP ratio fluorescence, overnight; percent of plate control window, DMSO zero | GFP/RFP ratio change, % at 20 µM;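 active = GFP/RFP ratio change of at least 30% with cell ATP level not reduced by more than half and red fluorescence within 50% of control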; also: strong numbers were not always called active
#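 Test system: HT1080 cells expressing an RFP-PRO-GFP fluorescent reporter construct / Compound dosing: single-point 20 µM compound, 1% DMSO / Schedule: cells overnight before dosing, compound overnight, 37 °C, 5% CO2 / Evaluation: GFP/RFP fluorescence ratio / Control set: DMSO and RFP-L50D-GFP cell wells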
# * hit, by the source's call; . = not tested or not shown. Outcome played no part in choosing rows; overall some 4% were active at least once.
SMILES,MsrA act,NRP1-CendR mod,MLLE-PAM2 inh,FAS-TE inh,TbMetRS inhib,eLon inh,MsrA inh,SKN-1 inh,MT1-MMP act inh
O=S(=O)(c1cccs1)N1CCC2(CC1)OCCO2,0,-12,-11,-4,-0.2,-3,-0.5,2,-2
Cc1cccc(C)c1NC(=O)CNC(=O)c1ccc(N2CCCC2)c([N+](=O)[O-])c1,-1,-2,4,-6,-0.4,4,0.2,10,1
c1ccc2c(-c3c[nH]c4ccccc34)c3ccccc3nc2c1,-3,-4,2,29,0.3,-1,-0.1,-4,-19
COc1ccccc1Nc1ccc(C(=O)O)cc1[N+](=O)[O-],-1,-5,6,1,-0.4,4,1.0,10,5
COC(=O)CC(N)c1ccc(Br)cc1 (centres undefined),-8,-8,-16,-9,-0.2,0,0.6,-4,-3
CCn1cc(/C=C2/SC(=S)NC2=O)c(C)n1,-8,-27,18,-10,0.0,-20,2.6,-6,-1
O=C(Nc1ccccc1N1CCCC1)C1=COCCO1,-3,-2,-6,-6,-0.1,0,0.6,2,-4
O=Cc1c(F)cccc1N1CCCC1,-3,5,-25,-7,-0.1,6,-1.4,2,-4
CC(C)[C@@H](CO)NC(=O)c1ccc2c3n(nc2c1)-c1ccccc1CO3,-5,0,-23,-10,-0.5,2,-0.3,2,0
Cc1cccc(CCNS(=O)(=O)c2ccc(S(=O)(=O)N3CCCCC3)cc2)c1,-6,8,1,-6,-1.1,-9,-0.4,-4,1
Cc1ccc(/C=C/c2nc3ccccc3c(=O)n2CCc2ccccc2)cc1,-2,11,-9,23,-0.1,5,-0.5,10,-7
CN(C)c1ccnc(Oc2ccc(Cl)cc2)c1C#N,-5,-11,-16,4,-0.9,-1,0.0,1,3

# Filtered by structure: the entries above with two or more sulfur atoms (three)
SMILES,MsrA act,NRP1-CendR mod,MLLE-PAM2 inh,FAS-TE inh,TbMetRS inhib,eLon inh,MsrA inh,SKN-1 inh,MT1-MMP act inh
O=S(=O)(c1cccs1)N1CCC2(CC1)OCCO2,0,-12,-11,-4,-0.2,-3,-0.5,2,-2
CCn1cc(/C=C2/SC(=S)NC2=O)c(C)n1,-8,-27,18,-10,0.0,-20,2.6,-6,-1
Cc1cccc(CCNS(=O)(=O)c2ccc(S(=O)(=O)N3CCCCC3)cc2)c1,-6,8,1,-6,-1.1,-9,-0.4,-4,1

# Next part.
SMILES,MsrA act,NRP1-CendR mod,MLLE-PAM2 inh,FAS-TE inh,TbMetRS inhib,eLon inh,MsrA inh,SKN-1 inh,MT1-MMP act inh
Cc1ccc2sc(N3CCN(CCNC(=O)c4ccco4)CC3)nc2c1C,4,-6,21,2,0.0,3,-1.9,24,4
COC(=O)[C@@]1(C)[C@H]2C(=O)N(C)C(=O)[C@H]2[C@H]2CN=C(SC)N21,0,-10,3,-10,-0.2,3,0.7,-2,2
Cc1cc(C)c(Nc2ncnc(N)n2)c(C)c1,-5,2,2,-6,-0.7,6,0.5,1,-2
CC(NC(=O)c1ccc(N2CCCC2=O)cc1)c1ccccc1 (centres undefined),-3,-4,13,-5,-0.3,-4,0.7,10,6
CN1CCN(S(=O)(=O)c2cnccc2N2CCN(c3cccc(Cl)c3)CC2)CC1,-3,-2,9,-2,-0.1,5,1.5,0,-3
CCOC(=O)N1CCN(C(=O)c2cn(CC)c3ccc(S(=O)(=O)N4CCC(C)CC4)cc3c2=O)CC1,-3,-3,13,-5,-0.1,6,2.7,0,-6
c1ccc(CCNc2nc(-c3ccncc3)nc3ccccc23)cc1,-4,-5,7,26,0.3,-5,0.9,-6,-10
CC1CCc2c(nc3ncnn3c2N2CCN(c3ccccc3)CC2)C1 (centres undefined),-2,7,3,4,0.3,-3,0.1,-8,3
O=C(CSc1nc(-c2ccco2)cc(C(F)(F)F)n1)NCc1cccs1,-4,-12,5,4,-1.0,-7,1.6,-17,-8
NNc1ccc([N+](=O)[O-])c2[nH][nH]c(=O)c12,-6,29*,-32,-2,-0.1,11,1.6,10,19
Cc1cc(C(=O)Nc2cc(C)on2)on1,2,-11,-7,-7,-0.2,-2,-1.5,7,-1
O=C1NC[C@H](CCCCN2C[C@H](Cc3ccc(O)cc3)N(Cc3ccccc3)C(=O)C2=O)N(CCc2ccc(O)cc2)C1=O,-3,-8,.,-6,-0.8,4,-1.0,16,0
CCOC(=O)N/N=C\c1cccc(OC)c1,-2,5,-8,-4,-0.3,-1,2.4,7,-2
Cc1ccc(S(=O)(=O)Nc2ccccc2/C=N/c2nc3ccccc3n2C)cc1,-4,-5,8,1,0.3,-4,.,-8,2
CC(=O)Nc1ccc(S(=O)(=O)N2CCC(C(=O)O)CC2)cc1,2,13,-8,-5,0.7,2,0.3,-1,-4
CCCOc1ccc(F)cc1-c1cc(C(=O)Nc2ccccc2)[nH]n1,-1,-7,9,25,-0.2,-5,-0.8,8,0
CC(C)NC(=O)CCCc1ccccc1,-14,6,2,-5,-1.5,0,0.2,3,.
CCN(CC)S(=O)(=O)c1ccc(N2CCCC2)c(NC(=O)C2=NN(c3ccccc3)C(=O)CC2)c1,0,-20,2,21,-0.4,-3,0.4,9,-1
COC(=O)c1c(NC(=O)C2COc3ccccc3O2)sc2c1CCN(C(=O)OC)C2 (centres undefined),-1,1,8,20,-0.2,-14,-0.2,-9,-6
O=C(CSCc1ccc(Cl)cc1)N/N=C/c1ccc(OCC(=O)Nc2ccccc2)cc1,2,12,-5,23,0.4,5,0.6,-2,-5
CC1(C)CC(=O)C2=C(C1)OC1=C(C(=O)CC(C)(C)C1)C2c1ccccc1,0,2,1,4,-0.5,5,0.8,5,-5
CCN(c1ccccc1)S(=O)(=O)c1ccc(NN)nc1,-12,-7,-12,-9,-0.6,2,-0.2,-9,4
COc1ccc(/C=N/NC(=O)Cn2cnc3ccccc3c2=O)cc1OC,-5,-2,-9,-11,0.4,-3,3.6,4,4
COc1ccc2cc(CN(CCc3ccccc3)Cc3nnnn3Cc3ccco3)c(=O)[nH]c2c1,-4,-15,-15,6,-0.6,-14,0.0,-11,-8

# 5 compounds drawn at random from the list so far:
SMILES,MsrA act,NRP1-CendR mod,MLLE-PAM2 inh,FAS-TE inh,TbMetRS inhib,eLon inh,MsrA inh,SKN-1 inh,MT1-MMP act inh
CCN(CC)S(=O)(=O)c1ccc(N2CCCC2)c(NC(=O)C2=NN(c3ccccc3)C(=O)CC2)c1,0,-20,2,21,-0.4,-3,0.4,9,-1
CC(=O)Nc1ccc(S(=O)(=O)N2CCC(C(=O)O)CC2)cc1,2,13,-8,-5,0.7,2,0.3,-1,-4
CC1(C)CC(=O)C2=C(C1)OC1=C(C(=O)CC(C)(C)C1)C2c1ccccc1,0,2,1,4,-0.5,5,0.8,5,-5
CCN(c1ccccc1)S(=O)(=O)c1ccc(NN)nc1,-12,-7,-12,-9,-0.6,2,-0.2,-9,4
CCOC(=O)N/N=C\c1cccc(OC)c1,-2,5,-8,-4,-0.3,-1,2.4,7,-2

# Next results.
SMILES,MsrA act,NRP1-CendR mod,MLLE-PAM2 inh,FAS-TE inh,TbMetRS inhib,eLon inh,MsrA inh,SKN-1 inh,MT1-MMP act inh
CCOC(=O)c1c(/N=C/c2cc(OC)cc([N+](=O)[O-])c2O)sc(C)c1C,0,4,33,-9,-0.3,1,-0.2,8,1
O=C(Nc1csnn1)OCc1ccccc1,1,-5,5,-8,-0.2,-9,0.0,17,2
Cc1ccc(NC(=S)NNC(=O)c2nnn(-c3ccccc3)c2C)cc1,3,-5,7,-17,-0.2,-3,-1.1,5,-2
Cc1ccc2[nH]c(=O)c(CN(CC3COCCO3)C(=O)Nc3ccccc3C)cc2c1 (centres undefined),-11,8,9,-5,0.1,-11,-0.8,0,-1
COc1ccc(C)cc1NC(=O)c1nn(-c2ccccc2)cc1OC,-9,-5,14,18,-0.3,4,-0.1,20,-6
CC(C)(C)n1nc2c(c1NC(=O)Cc1ccc(Cl)cc1)CS(=O)(=O)C2,-2,12,-3,-2,-0.1,-5,0.5,-1,-1
COc1cc2cc(CCCOC(=O)c3cccc(Br)c3)oc(=O)c2cc1OC,-2,12,-1,5,-0.2,8,0.6,8,6
Cc1[nH]n(-c2ccccc2)c(=O)c1/C=N/c1nn[nH]n1,-1,-8,5,-4,-0.4,-6,0.3,13,-1
COc1ccc2[nH]c(C(=O)N(C)Cc3ccccc3)c(C)c2c1,-2,-3,2,0,-0.3,6,0.8,22,4
COc1ccc(-c2nnc(SC(C)C(=O)Nc3nccs3)n2Cc2ccccc2)cc1OC (centres undefined),-3,-9,-80,0,-0.3,-1,-0.4,-6,1
O=C(/C=C/c1ccc(Br)cc1)NC(=S)N1CCOCC1,-3,-7,-65,-3,1.1,-4,1.0,0,0
COc1ccc(CCNC(=O)C(C)SCc2ccccc2)cc1 (centres undefined),-5,1,0,-4,0.1,19*,-0.3,-4,0
Cc1ccc(CCN2CC(C(=O)NCCc3ccccc3)CC2=O)cc1 (centres undefined),-2,7,2,-7,0.1,8,1.2,-1,-5
COc1ccc(S(=O)(=O)NCc2ccccn2)cc1OC,-2,18,-18,-5,-0.5,9,-1.3,5,-2
CC1CCN(c2ccc(N3C(=O)C4CCCCC4C3=O)cc2[N+](=O)[O-])CC1 (centres undefined),-2,-2,-4,13,-0.3,-2,-1.0,9,6
Cn1nccc1C(=O)N(CCN1CCCCC1)CC1CCCN(C2CCCC2)C1 (centres undefined),-4,11,-18,-10,-0.4,-3,-1.1,27,1
O=S(=O)(NC1CCCCC1)c1ccc(Cl)nc1,-3,12,14,-8,-1.0,-3,-1.3,-4,-1
O=C(OCC(=O)N1CCN(c2ccccc2)CC1)c1cccs1,-4,1,5,-6,-0.4,3,1.0,32,0
COc1cc(OC)cc(C(=O)Nc2ncc3c(n2)CC(C)CC3=O)c1 (centres undefined),-11,35*,2,-14,-3.4,-6,1.2,-36,0
Cc1ccc(Cc2nnc(SCC(=O)Nc3ccccc3C)[nH]c2=O)cc1,-2,-2,11,-3,-0.1,-16,0.2,-11,-2

# Record cards, as listed above.
# Results for O=S(=O)(NC1CCCCC1)c1ccc(Cl)nc1 = MsrA act = -3; NRP1-CendR mod = 12; MLLE-PAM2 inh = 14; FAS-TE inh = -8; TbMetRS inhib = -1.0; eLon inh = -3; MsrA inh = -1.3; SKN-1 inh = -4; MT1-MMP act inh = -1
# Results for CC(C)(C)n1nc2c(c1NC(=O)Cc1ccc(Cl)cc1)CS(=O)(=O)C2 = MsrA act = -2; NRP1-CendR mod = 12; MLLE-PAM2 inh = -3; FAS-TE inh = -2; TbMetRS inhib = -0.1; eLon inh = -5; MsrA inh = 0.5; SKN-1 inh = -1; MT1-MMP act inh = -1

# Screening data as filed in PubChem BioAssay.
